TTR transcr act: activators of transthyretin transcription | SH-SY5Y TTR promoter Gaussia luciferase, luminescence; 100% = recombinant luciferase protein wells | activation, % at 16.7 µM | 92,000 tested, 1.3% active;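 active = activation above the mean of all tested compounds plus 3 SD, cut at about 9.5% in these data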;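 also: cells exposed to compounds for one day before reading; 0% = median of all test compound wells on the plate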
An asterisk follows results filed as active.

The opening 7 records (preview)
TTR transcr act | Compound
2.8 | CCCC(=O)Nc1ccc(C(=O)N/N=C2\CC(=O)CC(C)(C)C2)cc1
3.0 | Cc1ccccc1-c1nnc(SCC(=O)Nc2cccnc2Cl)o1
0.2 | CC(C)CCNC(=O)CN1N=C(c2ccc(Cl)cc2)CCC1=O
-1.0 | COc1ccccc1NC(=O)c1ccc(CS(=O)(=O)c2ccc(C)cc2)cc1
-0.1 | N#CCCn1cc(/C=N/O)c(-c2ccc(Cl)cc2)n1
-2.0 | Cc1ccc(C(=O)Nc2c(C)cc(C)c3cccnc23)cc1
0.0 | COC(=O)c1oc2c(c1C)C1(CCC2)SCCS1

The whole of this part, from the start:
TTR transcr act | Compound
2.8 | CCCC(=O)Nc1ccc(C(=O)N/N=C2\CC(=O)CC(C)(C)C2)cc1
3.0 | Cc1ccccc1-c1nnc(SCC(=O)Nc2cccnc2Cl)o1
0.2 | CC(C)CCNC(=O)CN1N=C(c2ccc(Cl)cc2)CCC1=O
-1.0 | COc1ccccc1NC(=O)c1ccc(CS(=O)(=O)c2ccc(C)cc2)cc1
-0.1 | N#CCCn1cc(/C=N/O)c(-c2ccc(Cl)cc2)n1
-2.0 | Cc1ccc(C(=O)Nc2c(C)cc(C)c3cccnc23)cc1
0.0 | COC(=O)c1oc2c(c1C)C1(CCC2)SCCS1
4.3 | CN1CCCC(OC(=O)c2ccc(Cl)cc2)C1 (stereo not given)
-0.9 | CCn1c(=N)n(CC(=O)C(C)(C)C)c2ccccc21
3.2 | Cc1c(C(=O)Nc2ccc(F)cc2)oc2ccc(S(=O)(=O)N3CCCC3)cc12
0.6 | CC(Cc1cccs1)NC(=O)c1cccc(Cl)c1 (stereo not given)
1.7 | O=c1c2ccccc2nc2n1CCc1ccc(Br)cc1-2
-0.3 | O=C(COC(=O)C1(c2cccc(F)c2)CCCC1)NCc1ccc2c(c1)OCO2
0.3 | CC(=O)c1ccc(N(C(=O)c2csnn2)C(C(=O)NC2CCCC2)c2ccccc2)cc1 (stereo not given)
8.2 | CCCC(=O)Nc1ccccc1N1CCN(C(=O)C(C)C)CC1
3.1 | CCN(CC)c1ccc(NC(=O)COc2ccccc2C#N)cc1S(=O)(=O)Nc1ccccc1OC

Ordered by SMILES length (ascending): part of the list above.
TTR transcr act | Compound
0.6 | CC(Cc1cccs1)NC(=O)c1cccc(Cl)c1 (stereo not given)
8.2 | CCCC(=O)Nc1ccccc1N1CCN(C(=O)C(C)C)CC1
-0.3 | O=C(COC(=O)C1(c2cccc(F)c2)CCCC1)NCc1ccc2c(c1)OCO2
0.3 | CC(=O)c1ccc(N(C(=O)c2csnn2)C(C(=O)NC2CCCC2)c2ccccc2)cc1 (stereo not given)
3.1 | CCN(CC)c1ccc(NC(=O)COc2ccccc2C#N)cc1S(=O)(=O)Nc1ccccc1OC

Next section
TTR transcr act | Compound
13* | CCn1c(COc2ccc3c(c2)OCO3)nnc1SCC(=O)O
0.1 | Cc1cccc(NS(=O)(=O)c2ccc3oc(=O)ccc3c2)c1C
2.4 | O=C1c2ccc(Oc3cccc([N+](=O)[O-])c3)cc2C(=O)N1c1ccccn1
6.4 | Cc1ccccc1-n1nc(C)c2c(C(=O)NN)cc(-c3ccncc3)nc21
-2.2 | O=C(/C=C1\NC2(CCCC2)Cc2ccccc21)C(=O)N/N=C/c1ccc(O)c(O)c1
-1.9 | Cc1cc(Cl)cc(C)c1OCCNCc1ccccc1
2.5 | CCOC(=O)c1cc(C#N)c(C)nc1N(CC)CC
-1.3 | C/C(=N\NC(=O)C1COc2ccccc2O1)c1ccc(Cl)s1 (stereo not given)
-0.2 | CC(C)(C)n1nnnc1C(c1ccccc1)N1CCN(c2ncccc2C(F)(F)F)CC1 (stereo not given)
-0.3 | O=C(c1cccc([N+](=O)[O-])c1)N1CCCC(C(=O)N2CCCCCC2)C1 (stereo not given)
-2.8 | CCN1C(=O)N/C(=C/c2cc(C)n(Cc3ccccc3)c2C)C1=O
-0.3 | Cc1cccc(NC(=O)COC(=O)c2ccccc2SCC(=O)N2CCCC2)c1
-0.6 | CN(C)c1ccc(-c2csc(C(O)c3cccc(Cl)c3)n2)cc1 (stereo not given)
0.2 | CCc1nccn1CC(=O)c1ccc(O)c(O)c1
-2.2 | O=C(c1ccccc1)N1CCN(c2cc(Cl)nc3cc(-c4cccc(Cl)c4)nn23)CC1
1.8 | O=C(COC(=O)c1cc(Br)ccc1Cl)NC1CCCC1
15* | COc1ccc(C2(C)NC(=O)N(CC(=O)Nc3ccc4c(c3)OCO4)C2=O)cc1OC (stereo not given)
3.0 | O=C(CNC(=S)NC(=O)c1ccco1)c1ccccc1
-0.8 | Cc1ccc(C(=O)N(CC(=O)NC2CCCCC2)c2ccccc2F)s1
-2.9 | COC(=O)c1c(N)n(-c2ccc(NC(C)=O)cc2)c2nc3ccccc3nc12
-1.0 | CCN(CC)C(=O)C1=C(C)N(Cc2ccc(C(C)(C)C)cc2)C(=O)C(CC(=O)NCCCCc2ccccc2)C1 (stereo not given)
0.1 | CC(=O)N1CCN(c2nc3ccc([N+](=O)[O-])cc3s2)CC1
-0.1 | O=C(O)CC1c2ccccc2CCN1S(=O)(=O)c1cccs1 (stereo not given)
0.0 | NC1=NC(=O)/C(=C/c2cccc(-c3ccc(S(N)(=O)=O)cc3)c2)S1
0.5 | COC(=O)c1ccccc1NC(=O)CSc1nnc(-c2cccnc2)o1
2.7 | COC(=O)[C@]1(Cc2ccccc2)N[C@H](CN(C)C(=O)Nc2ccc(OC)cc2)[C@@H]2C(=O)N(C)C(=O)[C@@H]21
-1.6 | CCC(=O)c1ccc(OCC(O)CN2CCOCC2)cc1 (stereo not given)
1.5 | C=CCN(Cc1ccc2c(c1)OCO2)C(C#CC1CC1)C(C)(C)C (stereo not given)
2.5 | O=C(COC(=O)C1CC1)Nc1ccc2c(c1)OCO2
2.0 | CCc1ccc2c(c1)c1nnc(NN)nc1n2C
1.2 | O=C(OCC(=O)c1ccc(Cl)s1)c1ccc(CO)cc1
-0.4 | Cc1c(C(=O)N2CCOCC2)c(S(=O)(=O)Nc2cccc(Br)c2)c(C)n1C
9.2 | COc1cccc(-c2cc(C(=O)N3CCN(C(=O)c4ccco4)CC3)[nH]n2)c1
-0.8 | Oc1ccc(Nc2ccccc2F)c2cccnc12
2.9 | Nc1ccccc1C(=O)NC1CCCNC1=O (stereo not given)
-0.1 | Cc1ccc(NC(=O)c2nccnc2C(=O)O)cc1C
-0.3 | CCCCCC(=O)N1C[C@@H](n2cc(C3CC3)nn2)[C@H](O)C[C@@H]1c1ccc(Cl)cc1
0.1 | Fc1ccccc1Cn1ccc2ccc(-c3ccc4ccn(Cc5ccccc5F)c4c3)cc21
-1.1 | COc1ccc(S(=O)(=O)N2CCNC(=O)C2)cc1Br
1.0 | COc1cccc(N2CC(C(=O)Nc3nnc(SCC(=O)N4CCOCC4)s3)CC2=O)c1 (stereo not given)
2.9 | CC(C)N(C(=O)Cn1cc(SCC(N)=O)c2ccccc21)C(C)C
0.2 | CCOC(=O)c1[nH]c2ccccc2c1NC(=O)C(C)(C)C
1.1 | Cn1c(-c2cccc([N+](=O)[O-])c2)cnc1NCc1ccc(C#N)cc1
-1.9 | CNc1ncnc(Sc2ccc(Cl)cc2)c1[N+](=O)[O-]
-1.5 | CCOc1ccc2oc(C(=O)N3CCN(Cc4ccccc4)CC3)c(C)c2c1
3.2 | CCOC(=O)Cn1nc(/C=C/c2ccc(OC)cc2)ccc1=O
2.9 | CCCOc1ccc(C(=O)CCC(=O)OCC(=O)Nc2ccc(OCC)cc2)cc1
-1.8 | COc1ccc(OC)c(C(C)NC(=O)Nc2ccccc2)c1 (stereo not given)
-1.4 | Cc1ccc(OCc2nnc(SCC(=O)c3ccccc3)n2-c2ccccc2)cc1
10* | Cc1cc(C)c(C(N)=O)c(Nc2ccc3c(c2)OCCO3)n1
-1.0 | CC(C)OCCCNC(=O)c1cc(S(=O)(=O)N2CCCCC2)c[nH]1
2.5 | COc1cccc(NC(=O)CN2CCN(C(=O)c3ccco3)CC2)c1
4.3 | CCOC(=O)c1cc(-c2ccccc2)n[nH]1
-1.4 | Cc1nc(NC(=O)/C=C/c2ccco2)sc1C
4.8 | C[C@@H]1CN(C(=O)c2nc3ccc(Cl)cn3c2CNCC[C@@H]2C[C@@H]3C=C[C@H]2C3)C[C@H](C)O1
-3.3 | Cc1ccc(OCc2nnc(SCc3cc(=O)[nH]c4ccccc34)o2)cc1

Going on with the list:
TTR transcr act | Compound
6.4 | CCCCn1c(N)c(-c2nc3ccccc3s2)c2c([N+](=O)[O-])nn(CC)c(=O)c21
-0.6 | O=C(COc1ccc2ccc(=O)oc2c1)OCc1ccccc1
4.5 | CNC(=O)COC(=O)c1ccc(NC(=O)CC#N)cc1
0.2 | CN(Cc1ccon1)Cc1cn(C)nc1-c1ccc2c(c1)OCCO2
-0.6 | COc1ccc2c(c1)C(c1ccc(C)o1)=NNC(c1cccnc1)=N2
-1.7 | COc1cc(C(=O)OCc2ccc(C)cc2)cc(NC(=O)c2cccs2)c1OC
4.1 | Cc1ccccc1-c1cc2nc(NCCOc3ccccc3)n(C)c(=O)c2s1
0.1 | Cc1cccc(C(=O)OCC(=O)c2ccc3c(c2)NC(=O)CO3)c1
5.8 | N#C/C(C(N)=O)=C1/CCCN1Cc1ccccc1
-2.1 | CC(C)Oc1ccc(CN=C(N)N=C(N)N)cc1Cl
-0.7 | CCCOc1c(Br)cc(/C=N/O)cc1OC
3.3 | OCCCNC(=S)NC1CCCC1
-1.0 | Cc1ccc(C(=O)N(C)CC(=O)Nc2ccc(N3CCOCC3)cc2)s1
-2.0 | CC1=CC(C)C2(CO)COC(c3ccccc3O)C1C2C (stereo not given)
0.0 | COc1ccccc1Oc1ccc2c(c1)C(=O)N(c1ccccc1)C2=O
-12 | Cc1ccc(C)c(NC(=S)NC(NC(=O)Cc2ccccc2)C(Cl)(Cl)Cl)c1 (stereo not given)
1.7 | COc1ccc(-c2nnc(SCC#N)o2)cc1
0.3 | C=CCOc1ccc(/C=C2\SC(=S)N(C(C(=O)O)c3ccccc3)C2=O)cc1 (stereo not given)
-2.0 | C=CCc1cc(C=O)cc(OC)c1OCc1c(Cl)cccc1Cl
-0.5 | Cc1c(Cl)cccc1-n1ccnc1SCC(=O)O
-0.5 | O=S(=O)(c1ccc(Oc2ccc(Br)cc2F)nc1)N1CCCCC1
3.7 | Cc1cccc(-n2c(-c3csc(C)c3C)n[nH]c2=S)c1
-3.9 | CCOc1ccc(CCNC(=O)c2ccc(OCc3c(C)noc3C)cc2)cc1OCC
0.9 | O=C(O)c1ccc(NC(=O)c2ccccc2NC(=O)c2cccc(F)c2)cc1
-4.0 | O=C(CNC(=O)c1nc[nH]c1C(=O)N1CCc2ccccc2C1)OCc1ccccc1
1.6 | Cc1nc(N)sc1C(=O)NN
2.5 | Cn1c(CCNC(=O)c2ccco2)nc2ccccc21
-2.3 | Cc1ccc(CNC(=O)C2CCC(=O)N2C(C)C)cc1 (stereo not given)
4.2 | CCOc1ccc(N2C(=O)CC(Sc3nc(O)c(CC)c(=O)[nH]3)C2=O)cc1 (stereo not given)
0.1 | COc1ccc(NC(=O)C(NC(C)=O)C(=O)NCc2ccccc2OC)cc1 (stereo not given)
-2.7 | CC(=O)Oc1ccc(C(=O)Nc2ccccc2C(=O)NCC(C)C)cc1
4.9 | CC(C)CNC(=O)OCc1cn(Cc2ccc(F)c(F)c2)nn1
0.2 | Cc1cccc(C)c1NC(=O)CN(C)C(=O)C1=COCCO1
-1.7 | COc1ccc(C(=O)/C=C/c2ccc(OC)c(CN3CCOCC3)c2)cc1
-0.9 | CN(Cc1ccccc1)C(=C(Cl)Cl)/C(=C1/NCCN1C)[N+](=O)[O-]
-0.9 | COc1ccc(NC(=O)COC(=O)c2ccc(OCc3ccccc3Cl)c(OC)c2)c(OC)c1
4.4 | COCCCN1C(=O)C(CC(=O)NCC2CCCCC2)CC(C(=O)N(C(C)C)C(C)C)=C1C (stereo not given)
-1.5 | COCCn1c(=NC(=O)CN2C(=O)CCC2=O)sc2cc(S(N)(=O)=O)ccc21
5.7 | O=C1c2cccc3cccc(c23)C(=O)N1Cc1ccccn1
4.6 | N#Cc1c2n(c3c(=O)n(Cc4ccccc4Cl)cnc13)CCCC2
-0.5 | COc1ccc(Oc2nc(OC)cc(OC)n2)cc1
-3.7 | Cc1ccc2c(c1)COc1c3ccc(C(=O)NC(C)C)cc3nn1-2
-1.8 | Cc1ccccc1C(=O)NC1CCN(C(=O)N2CCOCC2)CC1
-0.6 | COC(=O)c1c(NC(=O)/C=C/c2ccco2)sc2c1CCC2
0.0 | COC(=O)c1ccc(C)c(NC(=O)CCSc2ccc(C)cc2)c1
0.4 | CCOc1ccc(NS(=O)(=O)c2ccc3c(c2)CCN3C(=O)CCC(=O)O)cc1
0.9 | CN(CCNC(=O)c1c[nH]c2c1ccc1ccccc12)CCNC(=O)c1c[nH]c2c1ccc1ccccc12
-0.1 | O=C(NC1CCCCC1)N1CCN(S(=O)(=O)c2ccc(F)cc2)CC1
-1.9 | O=C1OC(c2ccc(Cl)cc2)=N/C1=C\C=C\c1ccco1
2.1 | COc1ccc(NC(=O)COC(=O)Cc2ccsc2)c(OC)c1
-2.4 | CC(=O)Nc1cc(C(=O)N2CCCC2)ccc1Sc1ccc(C)cc1
-0.5 | COc1ccc(CCNC(=O)c2ccc(CNS(=O)(=O)c3cc(C)ccc3C)cc2)cc1OC
-1.2 | C/C(=N\NC(=O)c1cccc(F)c1)c1cccc(NC(=O)c2ccc(F)cc2)c1
2.3 | O=C(CCc1nnc(CCC2CCCCC2)o1)NCCc1cccnc1
-1.6 | CN(C)S(=O)(=O)c1cccc(NC(=O)c2cccc(NS(=O)(=O)c3ccccc3)c2)c1
1.3 | Cc1ccc(COC[C@H](CC(C)C)N2CCN(C(=O)c3cccc(C(F)(F)F)c3)CCC2=O)cc1

Other entries.
TTR transcr act | Compound
-0.1 | CC1(C)CC(=O)C=C(Nc2ccccc2C#N)C1
0.0 | Nc1c(C(=O)OCC(=O)Nc2ccc(Cl)cc2[N+](=O)[O-])[nH]c(=O)[nH]c1=O
-1.1 | COCCCn1nnnc1SCC(=O)N1CCCC1
-0.4 | Cc1cc(N2C(=O)CC(N3CCN(c4ccc(C(=O)c5cccs5)cc4)CC3)C2=O)no1 (stereo not given)
0.8 | CN(CC(CC(=O)O)c1ccccc1)S(=O)(=O)c1ccc(Br)cc1 (stereo not given)

The list is partial (hit frequency here may not be typical).
